Abeta yeast res: compounds reversing amyloid beta toxicity in yeast; yeast expressing A-beta42, growth rescue, OD600, 48 h; response scale: 0% DMSO, 100% iron-clioquinol control; Potency, µM (titrated, usually from 46.1 µM), for the others: at the top dose growth rescue, hits mostly activators; 410,000 tested, 0.063% active; further: potency means the concentration at half of the fitted maximal effect; nearly all actives have a fitted effect of over 55% in size
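Yeast A-beta toxicity model in growth medium with pinned compounds, 48 h at 30 C; growth read as absorbance at 600 nm. Normalized to FeCl3/clioquinol equimolar mix (positive) and DMSO (negative).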
EPAC1 antag: blocks human EPAC1 exchange factor; O95398; EPAC1 GEF assay, Rap1b-BODIPY-GDP exchange fluorescence; Potency, µM (titrated, usually from 115 µM), inactives show at the highest dose activity change, negative = inhibition, actives largely listed as inhibitors; 360,000 tested, 0.14% active; AID 720709;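 further: potency means the concentration at half of the fitted maximal effect; plate controls were vehicle for no effect and positive control for full effect; nearly all actives have a fitted effect of over 50% in size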
EPAC1 ag: activates human EPAC1 exchange factor; O95398; EPAC1 agonist qHTS, biochemical assay; response scale: 100% = response to 6.5 mM cAMP; Potency, µM (titrated, usually from 154 µM), for the others: at the highest dose activation, usual class: activators; 360,000 tested, 0.073% active; further: potency means the concentration at half of the fitted maximal effect; nearly all actives have a fitted effect of over 60% in size
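Read-out is the fluorescence drop as BODIPY-GDP leaves Rap1B (480 nm excitation, 540 nm emission), recorded every 5 minutes over 30 minutes. Reactions held 100 nM EPAC1, 250 nM Rap1B–BODIPY-GDP and 50 uM GDP, with 6.5 mM cAMP setting full activation.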
PLK1 PBD inh: PLK1 (human) polo-box domain binding inhibition. P53350. Plk1 PBD binding of FITC phosphopeptide, fluorescence polarization. Potency, µM, for the others: max response, negative = inhibition, hits mostly inhibitors. 360,000 tested, 2.8% active. AID 720504; further: potency means the concentration at half of the fitted maximal effect; series mostly up to about 57 µM; on the % scale 0 is the no-effect control and ±100 the full control effect; nearly all actives have a fitted effect of over 65% in size
FUS yeast rescue: rescues growth of FUS-expressing yeast. S. cerevisiae FUS-expressing, growth rescue, OD600, 24 h. Potency, µM (series often up to 76.6 µM), without a hit: at the top dose growth rescue (activation), hits mostly activators. 390,000 tested, 0.24% active. AID 1347120;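 further: potency means the concentration at half of the fitted maximal effect; plate controls were DMSO vehicle for no effect and reference control for full effect; nearly all actives have a fitted effect of over 55% in size; some results filed as inactive show a strong effect at the top dose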
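Compound concentration series was pinned onto galactose-induced FUS-expressing yeast seeded at OD 0.005. Plates sat 24hr at 30C; absorbance at 600 nm gave growth. DMSO served as background control.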
PI5P4Ka inh: inhibitors of human PI5P4K alpha; P48426; PI5P4Kalpha enzyme, ADP-Glo luminescence, 60 min; hits give low values; max response, %; 330,000 tested, 1.2% active; AID 652105; active means max response of -50% or lower; inconclusive means between -30% and -50%; inactive means -30% or higher; further: value at the top dose of about 77 µM; on the % scale 0 is the no-effect control and ±100 the full control effect
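ADP-Glo luminescence end-point after a 60 min room-temperature kinase reaction. PI5P4Kalpha and substrate in HEPES pH 7.4 buffer with EGTA, 0.1% CHAPS and 5% DMSO; ATP at 5 microM final.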
IL-2 act: activates IL-2 in a cell-based reporter assay; IL-2 activation reporter assay, cell-based qHTS; stimulated with anti-CD3/CD4/CD28 beads; in transgenic mouse T cells; 360,000 tested, 0.065% active; activation, % (series mostly up to about 46 µM); AID 652025; in the data active means activation above about 50%; inconclusive means mostly about 30% to 49%; further: 0% is about no effect
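Readout is EGFP and DsRed signal by fluorescent plate cytometry after 18 h at 37 degrees C. Transgenic mouse T cells (750/well) received compound for 60 min before bead stimulation (anti-CD3, anti-CD4, anti-CD28); memory T cells served as non-tolerant control.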
WRN helicase inh: inhibitors of human WRN helicase. WRN helicase unwinding, fluorescent forked duplex, kinetic. Potency, µM (top dose mostly 114 µM), for inactives: at the highest dose activity change, negative = inhibition, hits mostly inhibitors. 360,000 tested, 0.46% active. AID 651768; further: potency means the concentration at half of the fitted maximal effect; on the % scale 0 is the no-effect control and ±100 the full control effect; nearly all actives have a fitted effect of over 55% in size
Target sequence (Q14191 whole entry, looked up): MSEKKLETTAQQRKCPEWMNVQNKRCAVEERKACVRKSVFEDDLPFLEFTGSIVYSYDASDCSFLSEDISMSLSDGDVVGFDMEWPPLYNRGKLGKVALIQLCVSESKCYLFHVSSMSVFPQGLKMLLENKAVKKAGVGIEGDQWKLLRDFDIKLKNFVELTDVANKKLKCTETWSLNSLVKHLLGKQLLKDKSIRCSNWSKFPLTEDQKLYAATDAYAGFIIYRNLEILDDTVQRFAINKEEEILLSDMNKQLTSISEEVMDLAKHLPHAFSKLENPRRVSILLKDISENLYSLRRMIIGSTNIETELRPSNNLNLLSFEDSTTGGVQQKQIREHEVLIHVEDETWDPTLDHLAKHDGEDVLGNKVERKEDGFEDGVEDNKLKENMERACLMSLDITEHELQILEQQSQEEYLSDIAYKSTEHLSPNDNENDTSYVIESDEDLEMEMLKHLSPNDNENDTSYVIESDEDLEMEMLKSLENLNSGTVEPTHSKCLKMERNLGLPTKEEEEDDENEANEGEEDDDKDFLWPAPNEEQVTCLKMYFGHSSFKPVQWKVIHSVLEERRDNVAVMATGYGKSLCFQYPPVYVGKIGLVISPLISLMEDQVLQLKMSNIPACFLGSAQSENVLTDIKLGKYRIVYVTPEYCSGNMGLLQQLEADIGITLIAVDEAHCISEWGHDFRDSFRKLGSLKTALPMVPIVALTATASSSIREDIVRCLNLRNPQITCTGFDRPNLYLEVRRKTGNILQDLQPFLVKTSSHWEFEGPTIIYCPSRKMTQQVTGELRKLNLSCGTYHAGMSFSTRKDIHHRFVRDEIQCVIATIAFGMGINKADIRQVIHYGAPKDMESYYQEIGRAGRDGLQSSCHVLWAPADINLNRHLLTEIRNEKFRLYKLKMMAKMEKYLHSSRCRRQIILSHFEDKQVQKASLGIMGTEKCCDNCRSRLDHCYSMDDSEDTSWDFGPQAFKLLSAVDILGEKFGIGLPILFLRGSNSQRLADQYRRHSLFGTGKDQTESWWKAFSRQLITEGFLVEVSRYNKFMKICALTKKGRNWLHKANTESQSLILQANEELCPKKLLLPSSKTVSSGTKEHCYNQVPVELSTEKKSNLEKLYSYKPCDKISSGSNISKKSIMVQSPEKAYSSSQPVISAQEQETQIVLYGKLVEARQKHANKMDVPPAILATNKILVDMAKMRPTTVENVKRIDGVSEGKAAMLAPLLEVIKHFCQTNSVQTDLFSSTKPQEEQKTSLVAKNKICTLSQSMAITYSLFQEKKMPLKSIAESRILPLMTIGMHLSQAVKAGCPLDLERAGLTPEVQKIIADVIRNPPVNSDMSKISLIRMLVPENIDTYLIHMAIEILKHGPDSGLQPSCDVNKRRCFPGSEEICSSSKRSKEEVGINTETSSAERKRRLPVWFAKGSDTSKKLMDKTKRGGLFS
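WRN at 20 nM final was preincubated with compound for 15 min at room temperature; reaction started with 100 nM forked duplex oligonucleotide carrying fluorophore and quencher plus 2 mM ATP (final). Unwinding followed kinetically by red fluorescence (ex 525/em 598 nm).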
Active calls of the source: *; u = inconclusive; x = no result given; & = joins results of further samples; [ ] = dose if it differs, or a comment. Unless noted, the call rests on the fitted dose curve; in most records, active means well fitted curve in the direction sought with a large enough effect; inconclusive means small, poorly fitted or top-dose-only effect, or another doubt; inactive means no such curve, though single readings can be large; an effect the other way counts as inactive or inconclusive.

SMILES	Abeta yeast res	EPAC1 antag	EPAC1 ag	PLK1 PBD inh	FUS yeast rescue	PI5P4Ka inh	IL-2 act	WRN helicase inh
COc1ccccc1/C=N/NC(=O)c1ccc2c(c1)OCO2	12%	-17%	-6%	-3%	0%	4	-0.3	-24%
Cc1ccc(C)c(NC(=O)CN(C)C(=O)c2cccc(N3C(=O)CCC3=O)c2)c1	-4%	-2%	13%	-5%	-3%	1	-0.4	-2%
Cc1ccc(C)n1-c1ccc(N2CCOCC2)c([N+](=O)[O-])c1	0%	-9%	0%	-5%	18%	1	-3.6	-1%
O=C(O)C1CC=C(Cl)CC1C(=O)NCC1OCCc2ccccc21 (stereo not drawn)	-4%	3%	-7%	-4%	10%	2	-0.2	3%
O=C(NNC(=O)C1CC(=O)N(Cc2ccccc2)C1)c1ccc(F)cc1 (stereo not drawn)	-11%	-12%	1%	0%	14%	3	-3.2	-5%
CN(C)S(=O)(=O)c1ccc(C(=O)NC(=O)CSc2nncs2)cc1	25%	-4%	4%	-6%	-11%	0	0.1	-7%
CCNC(=S)N(CCCN(CC)CC)Cc1cc2cc3c(cc2[nH]c1=O)OCO3	-5%	-11%	12%	-3%	-10%	6	0.0	11%
Cc1ccc(NCc2nnc(SCc3ccc(C#N)cc3)n2Cc2ccco2)c(C)c1	10%	-21%	16%	-16%	u	-1	-0.8	-20%
CCOc1ccc(N(CC(=O)NN=C2CCCC2)S(C)(=O)=O)cc1	3%	11%	0%	2%	-17%	3	0.4	7%
O=C(CCC(=O)NCCO)NCCO	0%	4%	-5%	1%	-22%	-4	0.7	-6%
CCOC(=O)c1[nH]cnc1C(=O)N1CCC(C)CC1	6%	-11%	2%	-1%	15%	0	0.0	-5%
O=C(Nc1cc(C(=O)N2CCOCC2)cc(C(=O)N2CCOCC2)c1)c1cc(F)c(F)cc1Cl	8%	0%	6%	-2%	-10%	x	0.7	-5%
COc1ccc(O)c(-c2cc(-c3cccs3)[nH]n2)c1	-46%[inhibitor]	-25%	-4%	u	21%	5	2.9	-19%
N#CCSc1nc2ccccc2o1	3%	-9%	-4%	4%	1%	-2	-2.9	4%
O=C(CCCN1C(=O)c2ccccc2C1=O)NCC1CCCO1 (stereo not drawn)	13%	-3%	5%	-7%	14%	x	-2.3	-12%

The list goes on; the last 3 above are carried over.
SMILES	Abeta yeast res	EPAC1 antag	EPAC1 ag	PLK1 PBD inh	FUS yeast rescue	PI5P4Ka inh	IL-2 act	WRN helicase inh
COc1ccc(O)c(-c2cc(-c3cccs3)[nH]n2)c1	-46%[inhibitor]	-25%	-4%	u	21%	5	2.9	-19%
N#CCSc1nc2ccccc2o1	3%	-9%	-4%	4%	1%	-2	-2.9	4%
O=C(CCCN1C(=O)c2ccccc2C1=O)NCC1CCCO1 (stereo not drawn)	13%	-3%	5%	-7%	14%	x	-2.3	-12%
CC(C(=O)Nc1ccccc1Cl)c1ccc([N+](=O)[O-])cc1 (stereo not drawn)	-10%	22%	-2%	-9%	4%	-1	2.9	5%
CCOC(=O)c1cccc(S(=O)(=O)N(CCO)Cc2cc3cc(OC)c(OC)cc3[nH]c2=O)c1	1%	4%	-9%	-6%	17%	x	-2.3	-2%
COc1ccc(NC(=O)/C(=C/c2ccc3c(c2)OCO3)NC(C)=O)cc1	4%	-8%	15%	-4%	-1%	-1	2.8	-1%
COc1ccc(-c2nn(CC(=O)N(C)C)c(=O)c3ccccc23)cc1	8%	9%	-8%	2%	-20%	-3	3.0	2%
CCC(C)(C)n1nnnc1C(c1cc2cccc(C)c2[nH]c1=O)N1CCCC1 (stereo not drawn)	10%	-2%	9%	-11%	32µM*	x	-1.0	-7%
CC(=O)/C(=N\Nc1ccccc1)Oc1ccc(Br)cc1	-9%	-11%	11%	-12%	10%	4	-1.6	-2%
Cc1cccc(COc2ncnc3nc[nH]c23)c1	7%	4%	-9%	-3%	24%	1	-3.9	-4%
CCCn1nc(CC(=O)O)c2ccccc2c1=O	0%	7%	1%	4%	-27%	-9	0.2	-16%[57.1 µM]
CNC(=O)c1c(NC(=O)C2=COCCO2)sc(C)c1C	-9%	-3%	u	-8%	3%	-3	2.4	-12%
O=C(NCc1nc2ccccc2[nH]1)c1c(F)c(F)c(F)c(F)c1F	-14%	4%	12%	-2%	-9%	5	-0.7	-13%
O=C(Nc1cc(S(=O)(=O)N2CCOCC2)ccc1N1CCCC1)c1cc(=O)[nH]c2ccccc12	15%	-4%	-4%	-9%	32%	-3	1.1	-4%
COc1cccc(C2CC(=O)Nc3cc4c(cc32)CCC4)c1 (stereo not drawn)	-2%	-8%	-12%	0%	9%	-10	-1.9	0%
CC(=O)C1=C(O)C(=O)N(c2ccc(O)cc2)C1c1ccc(Cl)cc1 (stereo not drawn)	-9%	7%	6%	-17%	4%	-18	0.5	3%
COC(=O)CCCC1=CC2=CC(=O)C(C)(OC(=O)c3cccs3)C(=O)C2=CN1c1cccc(C#N)c1 (stereo not drawn)	-1%	-13%	2%	-10%	u	u	0.1	-7%
COc1ccc(Cl)cc1S(=O)(=O)Nc1ncn[nH]1	-15%	8%	-5%	u	3%	-2	-5.4	-13%
CC(=O)Cn1nnc2sc(-c3ccccc3)cc2c1=O	-7%&-12%	-16%	-5%	-14%	7%&12%	-54*	0.2	-9%
CC1(C)c2[nH]c3ccccc3c2C[C@@H]2C(=O)N(c3cc(F)ccc3F)C(=O)N21	-6%	-11%	-10%	x	-23%	x	-0.3	x
COn1c(=O)c(-c2ccc(C)cc2)[n+]([O-])c2ccccc21	-17%	0%	-5%	-7%	-21%	3	0.5	-2%
COc1cc(/C=N/NC(=O)NC23CC4CC(CC(C4)C2)C3)ccc1O	-6%	u	9%	0%	10%	3	-2.3	-15%
c1ccc(Nc2ccc(-n3ccnc3)nn2)cc1	4%	5%	-8%	4%	-14%	0	-0.4	3%
Cn1c(CN2CCOCC2)nc2cc(NC(=O)COc3ccc([N+](=O)[O-])cc3)ccc21	5%	9%	10%	-8%	6%	7	0.5	3%
C=CCNC(=O)CN1CCC(O)(c2ccc(F)cc2)CC1	9%	-8%	-1%	-5%	-7%	x	-1.1	-4%[57.1 µM]
CC(=O)C(Cc1cccc(F)c1)(Cc1cccc(F)c1)C(C)=O	13%	-24%	-1%	-18%	5%	3	-0.8	-8%
Cc1cccc(NC(=O)c2ccc(C)c(S(=O)(=O)N3CCOCC3)c2)n1	0%	8%	-3%	-3%	-12%	-3	-3.0	-4%
Cc1cc(C(=O)N/N=C/c2ccccc2Br)no1	-16%	-4%	2%	-8%	8%	6	-2.1	1%
COc1ccc(C(C)(C)C)cc1NC(=O)CCn1[nH]c(=O)ccc1=O	-2%	12%	-6%	-6%	26%	2	0.8	13%
NC(c1csc(Nc2cc(Oc3ccccc3)ncn2)n1)c1ccccc1Cl (stereo not drawn)	-18%	-23%	5%	-9%	31%	5	-0.8	-5%
CC1=CC(c2ccccc2)n2nc(N3C(=O)CCC3=O)nc2N1 (stereo not drawn)	5%	12%	-1%	-3%	14%	8	1.7	9%
COc1cc(CNc2ccc(NC(C)=O)cc2)ccc1OCc1ccccc1C	18%	-3%	0%	2%	-18%	-6	-0.1	6%
COc1cc(NC(=O)c2ccc3c(c2)OCO3)ccc1NC(=O)c1ccco1	11%	0%	-4%	-1%	20%	-1	-0.3	-12%
O=C(NCC1CCCO1)c1cc2ccccc2[nH]1 (stereo not drawn)	20%	13%	-2%	0%	-12%	-3	0.4	9%
O=S(=O)(c1ccccc1)c1nc(NCc2cccnc2)sc1Cl	6%	4%	-8%	-5%	1%	-4	-4.5	-3%
C=CCn1c(=N)n(CC(=O)OC)c2ccccc21	15%[9.22 µM]	4%	3%	2%	-42%	-3	-2.0	-3%
CC(=O)Nc1ccc(S(=O)(=O)N2CCC(C(=O)NC3CCCC3)CC2)cc1	-2%	11%	6%	-10%	-2%	-1	0.3	-2%
CCOC(=O)C1CCCN(c2oc(-c3ccc(OC)cc3)nc2C#N)C1 (stereo not drawn)	9%	-14%	3%	2%	33%	8	-0.2	-10%
CCCCOc1cccc(NC(=O)CSc2nccn2C)c1	31%	-19%	17%	-2%	-13%	-1	0.1	-6%
Cc1ccc(CCC(=O)Nc2cc(Cl)ccc2Cl)o1	21%	2%	-13%	-16%	19%	-1	-2.8	7%
O=C(OCc1ccccc1)N1CCC2CC1c1c(Cl)cccc12 (stereo not drawn)	-10%	0%	-1%	4%	14%	13	-0.3	3%
Cc1nc2ccc(NC(=O)c3cccs3)cc2c(=O)n1Cc1ccc(Cl)cc1	2%	-9%	15%	8%	u	x	-1.6	16%[57.1 µM]
Nc1ccc2c(c1)C(=O)c1cc(N)c(Cl)cc1-2	-10%	3%	-7%	1%	18%	-6	-0.2	-16%
Cc1cccc(C)c1NC(=O)CN1C(=O)S/C(=C\c2cccn2-c2cccc(C(=O)O)c2)C1=O	-9%	u	u	42µM*	x	-69*	-4.4	u
O=C(N/N=C/c1ccoc1)c1ccc([N+](=O)[O-])cc1	9%	-1%	-1%	-9%	-6%	-29	-1.8	3%
O=C(N/N=C/c1cccc2cccnc12)c1ccccc1O	u	2%	1%	2%	-9%	4	-0.9	-4%
COCCn1c(SCC(=O)N2CCOCC2)nnc1-c1ccncc1	5%	-3%	-1%	3%	-3%	2	-0.3	4%
COC(=O)/C=C1/N/C(=N\c2nc(C)cc(C)n2)N(c2ccccc2)C1=O	-7%	4%	-1%	-4%	13%	-6	-1.9	-4%
Cc1ccc(C)c(NC(=O)c2nc(Cl)ccc2Cl)c1	6%	11%	3%	3%	-31%	7	1.0	-3%
Cn1c2c(c(=O)n(C)c1=O)C(c1cccc(F)c1)C(C#N)=C(N)O2 (stereo not drawn)	4%	0%	3%	-23%	0%	4	-0.6	-8%
COc1cc(NC(=S)NCCc2ccccc2)c(OC)cc1NC(=O)C(C)C	12%	-6%	4%	-7%	22%	1	-1.4	-7%
O=C(Nc1ccc(F)cc1)C(c1ccnc2ccccc12)N1CCN(C(=O)c2ccco2)CC1 (stereo not drawn)	-12%	-14%	8%	-14%	18%	-16	0.8	0%
CCNC(=S)N/N=C/c1c(Cl)cccc1Cl	6%	2%	-11%	-6%	-2%	-5	-2.1	8%

Screening data as filed in PubChem BioAssay.
